Screening results deposited in PubChem by several laboratories.
tolC growth inh = blocks growth of E. coli BW25113 tolC mutant | OD615 | growth inhibition, % at 10 µM (by protocol) | actives 2.2% (n = 65,000);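 active = growth inhibition at or above a cutoff equal to the mean over every tested compound plus 3 SD, cut at about 60% in these data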;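 note: growth measured after 20 h incubation at 37 °C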
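Doses: one dose of 10 µM final / Material: E. coli BW25113 ΔtolC::kan, tolC deletion mutant strain / Buffer or medium: LB with kanamycin 50 µg/mL / Evaluation: percent growth inhibition / Detection: optical density read at 615 nm / Incubation: 37 °C, 20 h exposure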
Hsp90 inh = displaces geldanamycin probe from tumor Hsp90. AID 429. P07900. inhibition, % at 30 µM. actives 0.35% (n = 64,000). NCI-N417 lysate Hsp90, Cy3B-geldanamycin FP displacement;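 active = inhibition above 50%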;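 note: 0% = tracer plus lysate wells and 100% = tracer alone without lysate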
Cdc25B inh = inhibitors of human Cdc25B phosphatase; recombinant Cdc25B, OMFP fluorescence Ex485/Em525; inhibition, %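 (compounds tested at 10 µM final in the well)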; actives 0.1% (n = 65,000); AID 368; in the data active = inhibition above about 50%
CatB mixtures = inhibitors of human cathepsin B in compound mixtures; actives 0.06% (n = 62,000); P07858; AID 488; inhibition, %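 (ten-compound pools at 5 µM per compound and 50 µM total)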; Purified cathepsin B, AMC dipeptide fluorescence; in the data active = inhibition above about 22%, passing the limit was not always enough;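 note: 0% = enzyme without compound and 100% = no enzyme blank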
MKP-1 inh = inhibitors of human MKP-1 phosphatase. actives 0.15% (n = 65,000). P28562. AID 374. recombinant MKP-1, OMFP hydrolysis fluorescence. inhibition, %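 (compounds tested at a single concentration somewhere between 10 and 100 µM)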;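 active = inhibition above about 50%, limit read from the data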;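 note: 0% = DMSO max control wells and 100% = wells with enzyme stopped by NaOH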
AP ELISA ortho = alternative pathway complement inhibition, orthogonal assay; Human serum alternative complement pathway, LPS-coated ELISA, C3 deposition; tested in compound mixtures; inhibition, % at 5 µM; actives 0.08% (n = 62,000); AID 1235;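 active = inhibition above 30% in each of the two pooled mixtures holding the compound, so the lower value exceeds 30%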;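 note: 0% = serum in Mg-EGTA without compound and 100% = EDTA serum blank; some compounds past the cut are filed as inactive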
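Test system: human serum complement alternative pathway, C3 deposition onto LPS / Medium: Mg2+-EGTA GVB++ buffer containing human serum at 1:15 dilution / Probe or stimulus: Plate-bound LPS / Times: 1 h at 37 °C / Signal: ELISA with HRP anti-human C3 antibody, TMB substrate, absorbance 450 nm / Measure: percent inhibition / Repeats: two pool placements per compound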
CatB inh = inhibitors of human cathepsin B; P07858; purified cathepsin B, fluorogenic substrate, fluorescence; inhibition, %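 (tested at 10 µM)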; actives 0.1% (n = 63,000); AID 453; in the data active = inhibition above about 21%;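 note: 0% = enzyme with no compound and 100% = no enzyme blank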
E coli RNAP = blocks E. coli RNA polymerase transcription. inhibition, %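 (tested at 10 µM)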. fluorescence transcription assay. actives 0.2% (n = 62,000); in the data active = inhibition above about 20%;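 note: 0% = enzyme without compound and 100% = no enzyme blank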
Target sequence (P0A8V2 whole entry, looked up): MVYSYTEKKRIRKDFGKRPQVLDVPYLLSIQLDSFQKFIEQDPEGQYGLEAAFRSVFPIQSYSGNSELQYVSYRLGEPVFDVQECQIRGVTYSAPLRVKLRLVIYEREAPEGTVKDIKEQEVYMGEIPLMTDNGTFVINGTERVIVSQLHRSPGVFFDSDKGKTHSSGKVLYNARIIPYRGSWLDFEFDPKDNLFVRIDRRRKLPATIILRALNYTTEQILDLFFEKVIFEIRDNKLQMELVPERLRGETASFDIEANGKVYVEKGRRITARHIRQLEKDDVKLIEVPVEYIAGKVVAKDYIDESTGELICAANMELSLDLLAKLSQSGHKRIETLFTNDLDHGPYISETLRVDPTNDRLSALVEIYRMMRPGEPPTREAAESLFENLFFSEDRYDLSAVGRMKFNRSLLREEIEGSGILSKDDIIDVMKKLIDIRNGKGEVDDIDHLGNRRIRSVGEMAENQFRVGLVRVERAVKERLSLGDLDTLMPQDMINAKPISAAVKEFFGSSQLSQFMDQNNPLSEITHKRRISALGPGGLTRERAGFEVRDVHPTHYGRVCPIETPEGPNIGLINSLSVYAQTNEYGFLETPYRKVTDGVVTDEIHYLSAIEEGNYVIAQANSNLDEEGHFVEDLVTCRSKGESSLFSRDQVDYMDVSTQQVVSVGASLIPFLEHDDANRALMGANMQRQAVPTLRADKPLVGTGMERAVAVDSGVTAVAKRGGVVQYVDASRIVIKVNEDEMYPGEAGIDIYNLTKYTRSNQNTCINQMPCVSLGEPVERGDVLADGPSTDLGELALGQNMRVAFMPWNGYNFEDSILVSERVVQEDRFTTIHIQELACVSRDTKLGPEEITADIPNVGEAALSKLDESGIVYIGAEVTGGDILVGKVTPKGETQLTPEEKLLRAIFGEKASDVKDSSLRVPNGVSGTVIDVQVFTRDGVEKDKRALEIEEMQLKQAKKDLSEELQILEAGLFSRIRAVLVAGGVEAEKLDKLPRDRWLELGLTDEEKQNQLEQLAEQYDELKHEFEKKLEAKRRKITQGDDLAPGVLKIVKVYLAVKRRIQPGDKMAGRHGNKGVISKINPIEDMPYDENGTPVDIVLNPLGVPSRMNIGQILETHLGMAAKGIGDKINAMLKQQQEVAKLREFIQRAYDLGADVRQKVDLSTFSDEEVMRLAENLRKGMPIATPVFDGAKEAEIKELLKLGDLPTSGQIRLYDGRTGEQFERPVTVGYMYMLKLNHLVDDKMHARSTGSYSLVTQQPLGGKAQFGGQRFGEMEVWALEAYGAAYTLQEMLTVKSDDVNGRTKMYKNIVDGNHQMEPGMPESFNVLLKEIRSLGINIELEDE
D1 allo mod = allosterically modulates the human D1 dopamine receptor. P21728. HEK293 D1, CRE-luciferase, dopamine EC30 potentiation; actives deviate in either direction. B-score at 10 µM. actives 5.9% (n = 58,000). AID 641;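 active = luminescence count or its row- and column-corrected plate score outside the 99.7% band of the plate's sample wells, on either side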
An asterisk follows results filed as active; . = no result given.

The line under a structure holds: tolC growth inh	Hsp90 inh	Cdc25B inh	CatB mixtures	MKP-1 inh	AP ELISA ortho	CatB inh	E coli RNAP	D1 allo mod
Cc1cc(C)nc(-n2nc(C)cc2NC(=O)CN2CCC(C)CC2)n1
→ 12	.	-8	1	9	15	7	6	5.3*
O=C(/C=C/Nc1ccccc1Br)c1ccccn1
→ -4	.	0	-2	10	10	0	-2	-8.1*
COc1cc(-c2noc(-c3cccs3)n2)cc(OC)c1OC
→ 7	-1	-7	-5	-28	8	0	6	0.32
Cc1ccc(CNC(=O)C2CCN(S(=O)(=O)N3CCOCC3)CC2)cc1
→ -9	-1	0	4	3	21	0	3	-0.53
CCOC(=O)CNC(=O)c1cc(-c2ccc3c(c2)OCCO3)oc1C
→ -3	-2	-4	4	16	14	3	3	0.86
Cc1noc(C)c1COC(=O)c1cc2c3ccccc3n(C)c2s1
→ 29	-11	-4	2	14	2	4	10	0.53
Cc1cnc(-c2nnc(N(C)C(=O)C3CCCO3)s2)cn1 (stereo not drawn)
→ -10	-2	-9	-1	2	-3	2	.	-0.33
COc1ccc(-c2noc(CCC(=O)Nc3nc4ccccc4s3)n2)cc1
→ -7	-2	6	7	9	-9	7	-4	0.22
CCOCCCNC(=O)C(NC(=O)c1ccc(=O)[nH]c1)c1ccccc1 (stereo not drawn)
→ -4	-3	-4	1	15	3	2	5	.
Cn1c(CC(=O)Nc2ccccc2)nnc1SCC(=O)c1ccccc1
→ -3	-6	-4	3	7	4	-3	7	-0.092
COC(=O)c1ccc(C)c(NS(=O)(=O)c2ccc(NC(C)=O)cc2)c1
→ 4	-1	-10	3	7	2	-4	1	-0.0014
Cc1nc(-c2ccc(C(=O)O)cc2)cs1
→ -17	0	-3	-5	-17	10	0	8	-0.75
O=c1cc(-c2ccco2)nc(-c2cccs2)o1
→ 11	-7	-24	.	-16	.	8	-4	.
N#Cc1nc(-c2ccccc2F)oc1NCCN1CCOCC1
→ -2	1	-10	0	-3	26	2	2	2.3
Cc1cc(C)n(-c2nnc3n2N=C(c2ccccc2)CS3)n1
→ -5	-1	-24	-2	4	1	5	5	0.72
CCN1CCN(Cc2nc3c(c(=O)n(C)c(=O)n3C)n2Cc2cccc3ccccc23)CC1
→ -8	-4	10	.	-35	.	.	.	-0.041
Cc1ccc(S(=O)(=O)N2C3C=CC(C3)C2C(=O)O)cc1 (stereo not drawn)
→ -10	-2	-1	0	-3	13	2	8	-0.16
O=C(Cn1cc2c(n1)CCCCC2)N1CCc2ccccc21
→ -2	-1	-8	4	-3	12	1	6	-0.29
COC(=O)C1=C(C)N=C2SC(C)C(=O)N2C1/C=C/c1ccccc1OC (stereo not drawn)
→ 18	-6	11	.	-12	.	.	.	.
OCCN(CCO)c1nc(N2CCCCC2)c2nc(N(CCO)CCO)nc(N3CCCCC3)c2n1
→ 100*	61*	-11	-8	6	-6	-1	8	11*
CCn1c(SCc2nc(-c3ccccc3)no2)nc2ccccc21
→ 21	-2	-11	-1	-6	11	3	8	-0.34
COc1ccc(C(=O)NC(=O)Nc2cc(C)ccn2)cc1
→ -8	6	-2	1	4	6	0	6	-6*
O=C(c1cn(-c2ccccc2)nc1-c1cccnc1)N1CCCCC1
→ -4	.	-5	3	8	18	0	-1	1.2
Cc1cccc(N2CCN(S(=O)(=O)c3cnc[nH]3)CC2)c1C
→ 13	-1	-12	3	1	23	0	6	0.013
CCOC(=O)Cn1c(=O)c2c(nc3n2CCCCN3c2ccc(OCC)cc2)n(C)c1=O
→ -4	1	-12	0	-23	-2	3	13	-0.03
CCOC(=O)N1CCC(NC(=O)c2cc3c(C)nc4ccccc4c3o2)CC1
→ 2	0	-5	5	39	22	3	2	-1.9
O=c1c2[nH]c3ccc(F)cc3c2ncn1CCCN1CCOCC1
→ -24	-4	5	1	-12	-12	8	5	0.17
Cc1ccc(C)c(NC(=O)CCn2nc(C)cc2C)c1
→ -20	-3	0	6	8	12	-1	8	0.76
CCOc1ccccc1NC(=O)C1Cc2ccccc2CN1S(C)(=O)=O (stereo not drawn)
→ 5	.	-14	-1	10	1	0	4	0.79
COc1cc(C(=O)N(CCCO)Cc2cc3ccc(C)c(C)c3[nH]c2=O)cc(OC)c1OC
→ -11	-3	4	0	-3	-18	1	5	0.015
CC(C)CC(=O)N=C1SC2CS(=O)(=O)CC2N1CCc1ccccc1 (stereo not drawn)
→ 9	1	7	3	-15	-6	3	-12	0.73
COc1cccc(N2CC(O)=C(c3nc4ccccc4c(=O)[nH]3)C2=N)c1
→ -33	-1	3	0	31	9	-5	7	.
Cc1ccc(C(=O)NCC(C)(C)O)cc1
→ -2	-2	12	2	-24	-2	6	12	-1
Cc1ccccc1C(=O)N1CCC(C(=O)Nc2ccc(F)cc2)CC1
→ 15	1	-5	5	5	10	-2	4	0.37
COC(=O)C1Cc2c([nH]c3ccccc23)CN1 (stereo not drawn)
→ -2	-6	-11	4	6	2	1	-6	1.4
CC1(C)Nc2ccccc2N(CC(=O)N2CCCCC2)C1=O
→ -12	-1	-11	1	6	9	3	4	0.0052
COc1cc(C2=NOC(C(=O)N3CCCCCC3)C2)cc(OC)c1OC (stereo not drawn)
→ -10	-2	1	-3	0	14	2	6	-0.36
c1ccc(COc2nsnc2N2CCOCC2)cc1
→ -4	-2	-7	1	-3	12	2	8	5*
COC(=O)c1oc2ccc(Br)cc2c1NC(=O)CCCN1C(=O)c2ccccc2C1=O
→ 2	0	-10	5	16	21	1	6	0.47
COc1cccc(Cn2nnc(C(=O)Nc3ccc(C)cc3)c2N)c1
→ -3	1	-6	2	18	13	1	2	0.006
Cc1cccc2cc(CN(CCN3CCOCC3)C(=O)Nc3ccccc3F)c(=O)[nH]c12
→ -9	2	-12	4	10	13	-1	-7	2
CC1(C)C2CCC1(C)C(OC(=O)CC(=O)O)C2 (stereo not drawn)
→ 7	-1	16	.	-17	.	0	12	.
O=C(NCCN1CCN(C(=O)c2cccs2)CC1)c1cccs1
→ -8	-14	-7	-3	15	10	3	-1	-0.42
COc1ccc(CNc2ccc(C(=O)O)cc2)cc1
→ -22	-1	10	-1	-4	4	1	1	-1.7
COc1ccccc1-n1cnc2cc(NCc3ccco3)ccc21
→ 37	-9	4	-1	26	-9	3	5	1.5
O=c1c2cc3c(cc2[nH]c(=S)n1Cc1ccco1)OCO3
→ -1	-6	-14	5	-2	16	-1	-3	-0.14
COc1ccc(N2C(=O)CC(N3CCC(C(N)=O)CC3)C2=O)cc1 (stereo not drawn)
→ -11	-1	-2	3	0	11	-3	7	-0.55
Cc1nc2sc(C)c(C)c2c(=O)[nH]1
→ -8	0	-9	-2	-15	9	7	0	1.4
CCOC(=O)c1ccc(NC(=O)CN2CCN(CCN=CC3=C(O)CC(C)(C)CC3=O)CC2)cc1
→ -27	-3	2	-8	-1	14	2	10	-0.86
CCCS(=O)(=O)c1c(S(=O)(=O)CCC)c2cnccn2c1C(=O)c1ccc(F)cc1
→ 0	-1	-3	1	6	-8	5	8	-0.25
COc1ccc(-c2nc(=S)c3c(n2CCN2CCOCC2)CC(C)(C)OC3)cc1
→ -21	2	-5	6	-3	9	-1	8	-0.54
CCC1=Nc2ccccc2NC2=C1C(=O)CCC2
→ 9	0	20	0	-11	2	3	5	.
O=C(NCC1CCCO1)C1CCC(CNS(=O)(=O)c2ccccc2)CC1 (stereo not drawn)
→ -6	-2	-9	-5	-2	6	1	5	-0.44
CCSc1ccccc1C(=O)N1CCN(Cc2ccc3c(c2)OCO3)CC1
→ 4	-3	-6	-3	-4	9	-1	3	0.061
O=c1cc(-c2ccccc2)[nH]c2ccccc12
→ 2	-1	-8	0	-23	1	4	7	.
COc1cc2c(C(=O)NCCCN3CCN(c4cccc(Cl)c4)CC3)cn(C)c(=O)c2cc1OC
→ 2	.	.	1	.	7	4	8	.
O=C1/C(=C/Nc2ccc3c(c2)OCO3)CCc2ccccc21
→ 41	22	5	5	8	13	8	10	-6.1*
CC(C)(C)Sc1ccc(N)nc1
→ -31	-3	-1	-2	10	-2	1	6	-0.15
Cc1ccc(-n2cccc2C(=S)N=P(N(C)C)(N(C)C)N(C)C)cc1
→ 20	-3	-3	3	3	7	1	4	0.022
CCOC(=O)N1CCN(c2cc(C)c(C(C)=O)cc2F)CC1
→ -17	-4	4	4	21	3	4	3	0.28

Other structures.
The line under a structure holds: tolC growth inh	Hsp90 inh	Cdc25B inh	CatB mixtures	MKP-1 inh	AP ELISA ortho	CatB inh	E coli RNAP	D1 allo mod
COc1cccc(NC(=O)CSc2nnc(CNC(=O)c3ccccc3)n2C)c1
→ -15	-1	0	5	-3	2	8	8	-0.96
COCCn1c(C)cc(C(=O)CSc2ncn[nH]2)c1C
→ -26	-12	-11	1	4	19	-1	3	-0.17
CCOc1cc(C(=O)CSc2nnc(CNc3ccc(Cl)cc3)o2)ccc1NC(=O)CC
→ 0	1	7	-5	14	9	0	9	-1.6
CCc1cc2c(=O)c(-c3cscn3)coc2cc1OC
→ 5	1	-16	4	31	7	4	5	-0.42
CCOc1ccc2nc(N3CCC(C(=O)Nc4nnc(CC)s4)CC3)sc2c1
→ -8	1	-8	7	0	18	0	5	0.45
O=C1c2ccccc2-c2onc3ccc(NCCCn4ccnc4)c1c23
→ 4	140*	6	-4	25	9	3	3	3.9*
COc1ccc(NC(=O)CCCC(=O)OCC(F)(F)C(F)F)cc1
→ -14	1	-3	-5	6	17	0	-3	-0.91
CSC1=NCCN1C(=O)COc1ccc2ccccc2c1
→ 0	-3	-1	7	1	18	0	1	-1.6
COCCNC(=O)CS(=O)(=O)Cc1nc(-c2ccc(C)cc2)oc1C
→ -4	0	-11	2	5	24	1	7	.
O=C1Nc2ccc(S(=O)(=O)N3CCCC3)c3ccc(S(=O)(=O)N4CCCC4)c1c23
→ -21	0	-4	0	10	17	4	6	5.2*
Cc1ccc2cc(C)c3nnc(SCC(=O)NCc4ccco4)n3c2c1
→ 4	0	-2	8	29	-2	9	2	-0.0093
COc1ccc(C(=O)Nc2c(F)c(F)c(F)c(F)c2F)c(OC)c1
→ -4	-1	-2	3	14	7	-8	7	.
Cc1nnc(NC(=O)CSc2cn(CCNC(=O)c3ccccc3)c3ccccc23)s1
→ 11	-3	-15	15	-6	-18	2	3	-0.41
CCC1c2ccc(C)n2CCN1C(=O)Nc1cc(Cl)ccc1OC (stereo not drawn)
→ 7	-4	-11	15	-7	8	4	9	1.6
CCCn1nnnc1SCC(=O)NCc1ccc2c(c1)OCO2
→ -15	2	3	2	2	15	0	7	0.2
Cc1nnc(SCC(=O)N(C(C)C)C(C)C)nc1C
→ -25	-3	1	2	-9	-10	3	9	-0.34
COc1ccc(OC)c(S(=O)(=O)Nc2ccccc2C(=O)O)c1
→ 0	-3	7	-1	11	11	0	1	0.069
CCOC(=O)c1ccc(CSc2nnc(-c3ccncc3)n2N)cc1
→ -5	20	-1	6	2	13	3	10	0.5
Cn1c(=O)n(CCc2ccccc2)c(=O)c2c1nc1n2CCCN1CCc1ccccc1
→ 76*	-3	-9	4	24	-13	-1	6	-1.1
COc1ccccc1Cc1nc(-c2ccc(C)cc2)no1
→ 60	-4	-28	2	-12	12	4	10	0.97

Structural class, the compounds so far with bromine.
The line under a structure holds: tolC growth inh	Hsp90 inh	Cdc25B inh	CatB mixtures	MKP-1 inh	AP ELISA ortho	CatB inh	E coli RNAP	D1 allo mod
O=C(/C=C/Nc1ccccc1Br)c1ccccn1
→ -4	.	0	-2	10	10	0	-2	-8.1*
COC(=O)c1oc2ccc(Br)cc2c1NC(=O)CCCN1C(=O)c2ccccc2C1=O
→ 2	0	-10	5	16	21	1	6	0.47
